# Screening data: PubChem BioAssay, National Center for Advancing Translational Sciences (NCATS)
# Abeta rescue: restores growth of yeast expressing A-beta42 peptide. yeast expressing A-beta42, growth rescue, OD600, 48 h; response scale: 0% DMSO, 100% iron-clioquinol control. actives 0.063% (n = 410,000). Potency, µM (doses to about 46.1 µM), inactives show at the highest dose growth rescue, actives largely listed as activators; note: potency is the fitted concentration of half-maximal effect; nearly all actives have a fitted effect of over 55% in size
#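 Yeast growth medium received pinned compounds, then yeast cells expressing toxic A-beta were added; plates incubated at 30 C for 48 hr. Growth read as absorbance at 600 nm, normalized to DMSO and equimolar FeCl3 plus clioquinol controls.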
# Mm-Cpn inhibitor: inhibitors of Methanococcus maripaludis chaperonin (MmCpn). purified Mm-Cpn ATPase, ADP Transcreener TR-FRET. Potency, µM (titrated, usually from 76.9 µM), without a hit: at the highest dose activity, negative = inhibition, hits mostly inhibitors. actives 0.031% (n = 330,000). AID 504842; note: potency is the fitted concentration of half-maximal effect; % is set by controls: 0 for no effect and ±100 for the full control effect; nearly all actives have a fitted effect of over 80% in size
#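 Purified archaeal Mm-CPN (25nM final) preincubated 10 min at 37degC with compound, then 10uM ATP for 30 min at 37degC; ADP measured by HTRF Transcreener TR-FRET; buffer 30 mM TRIS pH 7.4, 100mM KCl, 5mM MgCl2, 1mM DTT.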
# Akt phos inh: inhibitors of Akt phosphorylation | Neuro2A IGF-stimulated pAkt S473 HTRF, 20 min; active compounds read low | activity change, % for hits at 50 µM | actives 0.32% (n = 360,000) | AID 651550; in the data active = activity change below about -80%; inconclusive = mostly about -51% to -80%; note: % is set by controls: 0 for no effect and ±100 for the full control effect
#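 Single-point screen (50 µM final compound) in Neuro2A cells stimulated 20 min with 6 nM IGF at 37 deg C. After lysis, Ser473-phosphorylated Akt read by HTRF (ex 330 nm, em 615/665 nm) as the 665/615 ratio.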
# aSyn yeast inh: inhibitors of alpha-synuclein toxicity in yeast | Yeast expressing alpha-synuclein, growth rescue, BacTiter-Glo, 24 h | Potency, µM (doses to about 46.1 µM), without a hit: at the highest dose growth rescue (activation), usual class: activators | actives 0.14% (n = 370,000) | AID 652106; note: potency is the fitted concentration of half-maximal effect; % of control where 0% means no effect; nearly all actives have a fitted effect of over 65% in size
#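 Screening used galactose-induced yeast with toxic alpha-synuclein levels, exposed to compound for 24 hr at 30 deg C. Cell growth, read with BacTiter-Glo luminescence, gave the measured signal.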
# FUS yeast rescue: FUS proteinopathy suppression in yeast | S. cerevisiae FUS-expressing, growth rescue, OD600, 24 h | actives 0.24% (n = 390,000) | Potency, µM (series often up to 76.6 µM), for inactives: at the top dose growth rescue (activation), most hits filed as activators | AID 1347120;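 note: potency is the fitted concentration of half-maximal effect; plate controls were DMSO vehicle for no effect and reference control for full effect; nearly all actives have a fitted effect of over 55% in size; some results filed as inactive show a strong effect at the top dose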
#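 S. cerevisiae expressing FUS from galactose induction served as the toxicity model. Growth after 24hr at 30C, read as absorbance at 600 nm, indicates suppression of toxicity; compounds dosed at several concentrations.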
# TDP-43 yeast inh: rescues yeast growth from TDP-43 toxicity. TDP-43 expressing yeast growth rescue, BacTiter-Glo, 24 h. Potency, µM (doses to about 46.1 µM), without a hit: at the highest dose growth rescue (activation), hits mostly activators. actives 1.8% (n = 410,000). AID 652104; note: potency is the fitted concentration of half-maximal effect; % of control where 0% means no effect; nearly all actives have a fitted effect of over 50% in size
#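 Yeast cells expressing TDP-43 under galactose induction are exposed to compounds for 24 hr at 30 deg C. BacTiter-Glo luminescence measures growth, so protective compounds score as activators.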
# PTHR1 ag: PTHR1 (human) receptor agonism | HEK293 GP2 PTHR1 cells, GloSensor cAMP luminescence, 1 h | Potency, µM (top dose mostly 115 µM), for the others: at the top dose activation, most hits filed as activators | actives 0.075% (n = 410,000) | AID 743266; note: potency is the fitted concentration of half-maximal effect; nearly all actives have a fitted effect of over 55% in size; some results filed as inactive show a strong effect at the top dose; inactives centre near -15; many of its hits are not listed in these tables
# Target sequence (Q03431 whole entry, looked up): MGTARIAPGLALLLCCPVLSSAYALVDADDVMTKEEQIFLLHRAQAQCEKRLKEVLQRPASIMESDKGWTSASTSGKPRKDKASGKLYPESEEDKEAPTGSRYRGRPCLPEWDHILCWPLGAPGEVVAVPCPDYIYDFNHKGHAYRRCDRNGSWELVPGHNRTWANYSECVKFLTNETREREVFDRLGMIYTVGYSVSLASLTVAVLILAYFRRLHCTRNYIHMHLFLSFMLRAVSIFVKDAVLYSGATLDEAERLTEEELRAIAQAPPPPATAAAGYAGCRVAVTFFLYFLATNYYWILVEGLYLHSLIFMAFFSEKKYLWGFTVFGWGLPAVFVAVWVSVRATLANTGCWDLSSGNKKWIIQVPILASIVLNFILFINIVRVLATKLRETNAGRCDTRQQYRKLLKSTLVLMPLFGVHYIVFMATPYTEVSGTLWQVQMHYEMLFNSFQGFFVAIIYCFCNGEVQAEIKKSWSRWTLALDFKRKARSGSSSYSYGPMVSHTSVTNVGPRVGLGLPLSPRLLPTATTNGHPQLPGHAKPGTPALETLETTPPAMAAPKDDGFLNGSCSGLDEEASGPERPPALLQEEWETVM
#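 HEK-293-derived GP2 cells expressing PTHR1 and a GloSensor cAMP reporter, 3,000/well, plated overnight, given luciferin plus IBMX (each 0.5 mM as added) for 1 h at 37 °C, then compound for 1 h at 37 °C. Luminescence was read after 15 min at room temperature.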
# HEK293 tox: cytotoxicity counter-screen for GLP-1 receptor inverse agonists; HEK293 cAMP-luciferase reporter cells, luminescence, 24 h; Potency, µM (titrated, usually from 38.3 µM), without a hit: top-dose activity change, negative = inhibition, actives largely listed as inhibitors; actives 0.13% (n = 410,000); AID 624418;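 note: loss of luciferase light is scored as toxicity; potency is the fitted concentration of half-maximal effect; % is set by controls: 0 for no effect and ±100 for the full control effect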
#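 MLSMR compounds, 24 hr on cells at 37 deg C/5% CO2; luminescence after luciferase reagent (12 min RT). Inhibition counted as the undesired cytotoxic outcome.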
# GLP-1R inv ag: inverse agonists of human GLP-1 receptor; HEK293 GLP-1R CRE-luciferase, luminescence, 24 h; GLP-1R form is constitutively active; actives 1.6% (n = 410,000); AID 624417; P43220; Potency, µM (highest dose often 38.3 µM), without a hit: at the top dose activity change, negative = inhibition, most hits filed as inhibitors; note: potency is the fitted concentration of half-maximal effect; % is set by controls: 0 for no effect and ±100 for the full control effect; nearly all actives have a fitted effect of over 55% in size
# Target sequence (P43220 whole entry, looked up): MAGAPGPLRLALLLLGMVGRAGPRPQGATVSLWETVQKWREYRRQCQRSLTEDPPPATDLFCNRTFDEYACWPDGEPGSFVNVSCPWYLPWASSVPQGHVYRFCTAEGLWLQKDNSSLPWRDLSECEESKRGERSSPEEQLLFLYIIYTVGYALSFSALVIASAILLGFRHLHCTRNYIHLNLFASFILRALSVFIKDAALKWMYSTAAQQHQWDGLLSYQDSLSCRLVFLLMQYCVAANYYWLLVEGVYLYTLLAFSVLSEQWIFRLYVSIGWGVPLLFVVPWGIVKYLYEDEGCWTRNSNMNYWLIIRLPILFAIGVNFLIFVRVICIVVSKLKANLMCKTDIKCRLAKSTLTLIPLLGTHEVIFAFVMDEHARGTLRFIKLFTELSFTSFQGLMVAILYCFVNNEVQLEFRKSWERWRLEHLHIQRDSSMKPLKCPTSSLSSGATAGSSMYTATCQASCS
#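 Seeding at 200 cells/uL, 12 h culture, 24 hr compound treatment, then luciferase reagent and a luminescence read; cells are HEK293 stably expressing a constitutively active GLP-1R plus cAMP-responsive luciferase.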
# * = called active by the depositor; i = inactive; ? = inconclusive; . = no result given; & = joins results of further samples; [ ] = dose if it differs, or a comment. Unless noted, calls come from the whole dose curve; as a rule, active = well fitted curve in the direction sought with a large enough effect; inconclusive = small, poorly fitted or top-dose-only effect, or another doubt; inactive = no such curve, though single readings can be large; an effect the other way counts as inactive or inconclusive.
SMILES,Abeta rescue,Mm-Cpn inhibitor,Akt phos inh,aSyn yeast inh,FUS yeast rescue,TDP-43 yeast inh,PTHR1 ag,HEK293 tox,GLP-1R inv ag
CCN(CC)c1cc2c(c3c1ccn3C)C1CCC2O1 (stereo not drawn),-16%,.,i,0%,6%,6%,-6%,1%,7%
COc1cc(OC)c(OC)cc1CNC(=O)c1ccc(S(=O)(=O)N2CCCCC2)cc1,6%,0%,i,0%,.,18%,-87%[inhibitor],5%,-13%
CCCn1c(N)c(C(=O)CSc2nnc(C3CC3)n2C2CC2)c(=O)[nH]c1=O,3%,1%,i,6%,0%,24%,-6%,1%,-6%
CC1CCN(C(=O)COC(=O)CSc2ccc(C(N)=O)cc2[N+](=O)[O-])CC1,-3%,-2%,i,-6%,-6%,-17%,-50%[inhibitor],-6%,14%
C=CCn1c(SCC(=O)NC2CCS(=O)(=O)C2)nc2scc(C3CC3)c2c1=O (stereo not drawn),14%,-2%,i,1%,27%,28%,i,12%,117%[activator]
COc1cccc(OCc2nn[nH]n2)c1,12%,0%,i,-5%,-6%,-18%,i,-8%,10%
CCOC(=O)N1CCC(NC(=O)c2cc(-c3ccc(F)cc3)[nH]c2C)CC1,1%,-3%,i,-4%,6%,-12%,-27%,-3%,?
CCOC(=O)C1CCCN(C(=O)c2cccs2)CC1 (stereo not drawn),-20%,.,i,-1%,-27%,14%,-28%,5%,15%
O=C(Cn1cnc2c(nnn2Cc2ccccc2)c1=O)NCc1ccccc1Cl,-19%,0%,i,?,-14%,11%,-3%,1%,5%
O=C(NCc1ccccc1)C(c1ccc(C(F)(F)F)cc1)N1CCN(CCN2CCOCC2)CC1 (stereo not drawn),-9%,.,i,-1%,4%,8%,-20%,5%,2%
CCOc1ccccc1N(C)C(=O)c1cc(S(=O)(=O)NCCc2ccc(Cl)cc2)ccc1F,1%,.,.,.,35%,0%,i,-13%,?
NC(=O)c1cc(S(=O)(=O)NCc2ccccc2)cs1,9%&-21%,1%,i,7%,-35%&-19%,24%&-15%,?,-16%&-16%,3%&5%
O=C(CCCCCCCC(=O)c1ccccc1)c1ccccc1,-13%,0%,i,-12%,-11%,-12%,?,5%,-2%
O=S(=O)(c1ccc(Cl)cc1)c1nc(-c2cccs2)oc1SCc1ccccc1F,6%,.,.,.,14%,18%,-8%,9%,10µM*
Cc1cc2c(c(=O)o1)C(Cc1ccccc1)C(C#N)=C(N)O2 (stereo not drawn),12%,-1%,i,3%,20%,-4%,i,21%,8%
COc1ccc(CNC(=O)[C@]2(C)CCC[C@@]3(C)C4CC[C@@]5(C)C[C@]4(CCC32)CC5=O)cc1 (stereo partly drawn),-34%[inhibitor],2%,i,-10%,29%,-60%[inhibitor],-47%[inhibitor],-12%,10µM*
CCCN1CCC(=O)N([C@H](CSc2ccc(C)cc2)Cc2ccccc2)CC1,6%,-1%,i,-2%,-5%,-2%,-8%,-12%,?
C=C1c2cc3c(cc2NC(=S)N1Cc1ccccc1)OCO3,8%,-12%,i,-2%,47%,7%,-36%[inhibitor],-8%,?
NNc1cc([N+](=O)[O-])cc2c1C(=O)N(Cc1ccccc1)S2=O (stereo not drawn),14%,-2%,i,1%,-6%,33%,-17%,-3%,-3%
COc1ccc(C(=O)/C=C/N2CCCCC2)cc1OC,-8%,0%,i,-38%[inhibitor],13%,?,-5%[57.5 µM],-2%,55%[activator]

# Among those listed so far, 5 contain an aryl thioether with sulfur outside any ring.
SMILES,Abeta rescue,Mm-Cpn inhibitor,Akt phos inh,aSyn yeast inh,FUS yeast rescue,TDP-43 yeast inh,PTHR1 ag,HEK293 tox,GLP-1R inv ag
CCCn1c(N)c(C(=O)CSc2nnc(C3CC3)n2C2CC2)c(=O)[nH]c1=O,3%,1%,i,6%,0%,24%,-6%,1%,-6%
CC1CCN(C(=O)COC(=O)CSc2ccc(C(N)=O)cc2[N+](=O)[O-])CC1,-3%,-2%,i,-6%,-6%,-17%,-50%[inhibitor],-6%,14%
C=CCn1c(SCC(=O)NC2CCS(=O)(=O)C2)nc2scc(C3CC3)c2c1=O (stereo not drawn),14%,-2%,i,1%,27%,28%,i,12%,117%[activator]
O=S(=O)(c1ccc(Cl)cc1)c1nc(-c2cccs2)oc1SCc1ccccc1F,6%,.,.,.,14%,18%,-8%,9%,10µM*
CCCN1CCC(=O)N([C@H](CSc2ccc(C)cc2)Cc2ccccc2)CC1,6%,-1%,i,-2%,-5%,-2%,-8%,-12%,?

# Complete entries from above. Screens in order: Abeta rescue, Mm-Cpn inhibitor, Akt phos inh, aSyn yeast inh, FUS yeast rescue, TDP-43 yeast inh, PTHR1 ag, HEK293 tox, GLP-1R inv ag
# C=C1c2cc3c(cc2NC(=S)N1Cc1ccccc1)OCO3 across the screens: 8%, -12%, i, -2%, 47%, 7%, -36%[inhibitor], -8%, ?
# CCOC(=O)C1CCCN(C(=O)c2cccs2)CC1 (stereo not drawn) across the screens: -20%, ., i, -1%, -27%, 14%, -28%, 5%, 15%

# (list continues)
SMILES,Abeta rescue,Mm-Cpn inhibitor,Akt phos inh,aSyn yeast inh,FUS yeast rescue,TDP-43 yeast inh,PTHR1 ag,HEK293 tox,GLP-1R inv ag
Cc1ccc(NCc2nnc(SCC(=O)NCc3ccco3)n2CC2CCCO2)cc1Cl (stereo not drawn),3%,0%,i,0%,28%,1%,-14%,-19%,?
Cc1csc(N(C(=O)CCNC(=O)c2ccc([N+](=O)[O-])cc2)c2ccccc2)n1,-10%,1%,i,1%,9%,-5%,i,2%,-6%
Cc1cc(C(=O)NC2CCCN(Cc3ccc(Cl)cc3)C2)no1 (stereo not drawn),4%,0%,i,1%,10%,9%,i,-1%,?
O=C(NCC1CCCO1)C1c2ccccc2C(=O)N1C1CCCCCC1 (stereo not drawn),-2%,1%,i,0%,20%,-18%,-2%[57.5 µM],-11%,2%
CCCCC12CN3CC(C)(CN(C1)C3c1ccc(OCc3ccccc3)cc1)C2=O (stereo not drawn),7%,.,.,.,-26%,13%,-17%,0%,6%
COc1ccc2[nH]cc(/C=C(/C#N)S(=O)(=O)c3ccccc3)c2c1,4%,-1%,i,-4%,3%,-3%,-10%[57.5 µM],19%,?
CSc1cccc(NC(=O)C2CCCN2S(=O)(=O)c2ccc(Br)s2)c1 (stereo not drawn),-14%,-9%,i,-3%,31%,20%,i,-8%,?
CSc1ccccc1NC(=O)CSc1nncs1,-8%,1%,i,0%,2%,-5%,i,0%,9%
COc1ccc(N2CCN(C(=O)c3ccc(C)cc3Cl)CC2)cc1,0%,.,i,-2%,15%,-1%,?,1%,5%
CCn1cc(C(=O)NCCC(=O)OC)c(=O)c2cc3c(cc21)OCO3,14%,0%,i,3%,0%,7%,i,1%,6%
CCOn1c(=O)c(-c2ccc(C)cc2)[n+]([O-])c2ccccc21,-13%,-1%,i,9%,-32%,-3%,-5%,-2%,14%
C=C(CC)C(=O)c1ccc(OCC(=O)O)c(Cl)c1Cl,-47%[inhibitor],3%,i,1%&1%,-30%,31%,-56%[inhibitor],2%,9%
CCN(CC)C(=O)c1cccc(-c2csc(C(C)(O)c3ccc(F)c(F)c3)n2)c1 (stereo not drawn),13%,.,i,1%,?,14µM*,-57%[inhibitor],-16%,?
COc1ccc(Nc2nc(-c3cccc([N+](=O)[O-])c3)nc3ccccc23)c(OC)c1,-14%,-6%,i,-3%,4%,-15%,-9%,17%,7%
CCc1nnc(NC(=O)CCC(=O)N2CCN(c3ccccn3)CC2)s1,-4%,-1%,i,-2%,.,10%,i,0%,11%
Cc1cc(NC(=O)CSc2ncccc2C(=O)O)no1,-11%,-5%,i,5%,-4%,0%,-59%[inhibitor],-8%,-35%
Cc1cc(C)c(NC(=O)COC(=O)c2c(C)noc2C)c(Cl)c1,1%,-1%,i,-5%,-14%,11%,-25%,-15%,-15%
COc1ccccc1CCC(=O)Nc1ccc(OC)c(S(=O)(=O)N2CCOCC2)c1,-9%,3%,i,-1%,.,16%,-9%,-16%,0%
CC1=C(c2ccc(C)c(C)c2)S(=O)(=O)N(Cc2ccc(C(=O)NCc3ccc(C)cc3)cc2)C1=O,8%,.,.,.,-24%,0%,i,4%,10%
O=C(CSc1nnc(-c2cccs2)o1)Nc1cccc(C(F)(F)F)c1,-33%,.,.,.,2%,-17%,-10%,2%,-3%
CCOC(=O)c1ccc[n+](CC(=O)Nc2ccccc2OC(F)F)c1,2%,2%,i,-8%,15%,1%[0.397 µM],i,-3%,9%
COc1ccc(OC)c(NC(=O)c2c(C)oc3ncnc(N4CCOCC4)c23)c1,-1%,.,.,.,23%,6%,25%,-3%,-2%
O=C(c1cc(C(=O)N2CCOCC2)c2nc3ccccc3n2c1)c1ccccc1O,5%,-12%,i,5%,2%,15%,-2%,2%,65%[activator]
CCn1c(SCc2ccc(OC)c(F)c2)nc2ccccc2c1=O,-4%,-6%,i,-6%,27%,-29%,-27%,4%,?
COc1ccc(-c2c(C#N)sc(C(N)=O)c2-c2ccc(OC)cc2)cc1,4%,-9%,i,-8%,9%,-3%,-21%,4%,-4%
COc1cc(CCC(=O)N2CCN(c3ccc([N+](=O)[O-])cc3)CC2)cc(OC)c1OC,6%,1%,i,5%,-2%,5%,-11%,?,11%

# An excerpt (hit frequency here may not be typical).
